Bioassay records: PubChem, Broad Institute
NFkB binder = binds human NF-kappa-B p105 on microarray. Small molecule microarray, anti-His fluorescence binding. calls only. 17,000 tested, 1.3% active. AID 624139;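 active = spot fluorescence over background significantly raised, with a chance value under 7% in all four replicate spots of the compound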;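 note: probe protein is his-tagged human p50 processed subunit at 1 µg/ml; raw spot fluorescence signals with no normalization applied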
Target sequence (P19838 1-433 limits assumed): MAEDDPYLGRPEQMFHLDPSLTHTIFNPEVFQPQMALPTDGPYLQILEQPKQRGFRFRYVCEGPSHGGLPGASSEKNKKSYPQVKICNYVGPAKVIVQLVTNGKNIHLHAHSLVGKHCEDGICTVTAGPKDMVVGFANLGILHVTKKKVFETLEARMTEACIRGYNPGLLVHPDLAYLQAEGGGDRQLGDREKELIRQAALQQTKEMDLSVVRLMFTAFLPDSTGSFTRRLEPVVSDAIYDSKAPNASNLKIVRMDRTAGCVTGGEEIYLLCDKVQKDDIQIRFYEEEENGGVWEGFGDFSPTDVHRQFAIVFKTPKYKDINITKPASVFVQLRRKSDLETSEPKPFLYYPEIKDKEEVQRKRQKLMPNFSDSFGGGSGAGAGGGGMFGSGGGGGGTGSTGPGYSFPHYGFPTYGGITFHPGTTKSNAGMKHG
Calls only; i = inactive; + = active, no number. Some of the compounds tested, so the mix of outcomes need not match the whole.

> CCn1c(CSc2nc3ccccc3[nH]2)n[nH]c1=S
  NFkB binder = i

> COc1ccccc1NC(=O)c1c(NC(=O)c2ccco2)sc(C)c1C
  NFkB binder = i

> Cc1noc(C)c1NC(=O)Nc1cccc2c1O[C@@H](CN(C)Cc1ccccc1)[C@H](C)CN([C@@H](C)CO)C2=O
  NFkB binder = i

> COc1ccc(S(=O)(=O)Nc2ccc(Br)c3cccnc23)c([N+](=O)[O-])c1
  NFkB binder = i

> c1ccc(CC(Cc2nc3ccccc3[nH]2)c2nc3ccccc3[nH]2)cc1 (stereo not drawn)
  NFkB binder = i

> C[C@H]1CN([C@@H](C)CO)C(=O)c2cccc(N(C)C)c2O[C@@H]1CN(C)Cc1ccccc1
  NFkB binder = i

> C[C@@H]1CCCCO[C@H](CN(C)C(=O)c2ccncc2)[C@@H](C)CN([C@@H](C)CO)C(=O)c2cc(NS(C)(=O)=O)ccc2O1
  NFkB binder = i

> CNC[C@@H]1OCCCC[C@@H](C)Oc2ccc(N)cc2C(=O)N([C@H](C)CO)C[C@H]1C
  NFkB binder = i

> COC(=O)C(CC#Cc1ccc2c(c1)[C@]1(C(=O)N2)[C@H](C(N)=O)[C@H]2C(=O)O[C@H](c3ccccc3)[C@H](c3ccccc3)N2[C@@H]1c1ccc(OCCO)cc1)C(=O)OC
  NFkB binder = i

> O=C(CSc1ncccc1C(=O)O)Nc1ccc(Oc2ccccc2)cc1
  NFkB binder = i

> c1ccc(OCc2nc3ccccc3n2Cc2ccccn2)cc1
  NFkB binder = i

> C=CCOC(=O)C1=C[C@H](c2ccc(Br)cc2)C[C@H](OCc2ccc(CO)cc2)O1
  NFkB binder = i

> CC(C)[C@@H]1CC[C@@H](C)C[C@@H]1P(=O)(c1ccccc1)c1ccccc1
  NFkB binder = i

> Cc1sc2ncnc(NCCCN3CCOCC3)c2c1-c1ccccc1
  NFkB binder = i

> C[C@@H]1CN([C@H](C)CO)C(=O)CCCn2nncc2CO[C@H]1CN(C)C
  NFkB binder = i

> CN(C(=O)CSc1nnc(-c2ccc(Cl)cc2)n1-c1ccccc1)c1ccccc1
  NFkB binder = i

> O=C(NCc1cccnc1)C1COc2ccccc2O1 (stereo not drawn)
  NFkB binder = i

> C=CCN1CCc2cc(O)c(O)cc2C(c2ccccc2)C1 (stereo not drawn)
  NFkB binder = i

> C[C@@H]1CN([C@@H](C)CO)C(=O)c2cc(NS(=O)(=O)c3ccccc3)ccc2O[C@@H](C)CCCCO[C@@H]1CN(C)C(=O)CCC(F)(F)F
  NFkB binder = i

> C[C@@H]1CN([C@H](C)CO)C(=O)c2cccc(NS(=O)(=O)c3cn(C)cn3)c2O[C@H]1CN(C)CC1CC1
  NFkB binder = i

> Cc1noc(C)c1S(=O)(=O)Nc1ccc2c(c1)C(=O)N([C@H](C)CO)C[C@H](C)[C@@H](CN(C)C(=O)c1ccncc1)OCCCC[C@@H](C)O2
  NFkB binder = i

> CC(=O)Nc1ccc(NC(=O)C2C3CCC(C3)C2C(=O)O)cc1 (stereo not drawn)
  NFkB binder = i

> C[C@H]1CN([C@@H](C)CO)C(=O)c2cccc(NS(C)(=O)=O)c2O[C@@H]1CN(C)C(=O)Nc1ccc(C(F)(F)F)cc1
  NFkB binder = i

> C[C@@H]1CN([C@@H](C)CO)C(=O)Cc2cc(NC(=O)Nc3cccc4ccccc34)ccc2O[C@@H]1CN(C)S(=O)(=O)c1cccs1
  NFkB binder = i

> C[C@H]1CN([C@@H](C)CO)C(=O)Cc2cc(NC(=O)C3CC3)ccc2O[C@H]1CN(C)Cc1ccncc1
  NFkB binder = i

> C[C@H](CO)N1C[C@H](C)[C@H](CN(C)S(=O)(=O)c2ccccc2)OCCCC[C@H](C)Oc2ccc(N(C)C)cc2C1=O
  NFkB binder = +

> C[C@@H]1CCCCO[C@H](CN(C)Cc2ccc(Cl)c(Cl)c2)[C@@H](C)CN([C@@H](C)CO)C(=O)c2cc(NC(=O)c3ccccc3)ccc2O1
  NFkB binder = i

> CC(C)NC(=O)N(C)C[C@H]1Oc2ccc(NC(=O)C3CC3)cc2C(=O)N([C@@H](C)CO)C[C@H]1C
  NFkB binder = i

> C[C@@H]1CN([C@@H](C)CO)C(=O)Cc2cc(NS(=O)(=O)c3ccc(F)cc3)ccc2O[C@H]1CN(C)S(=O)(=O)c1cccs1
  NFkB binder = i

> COC(=O)C1=CO[C@@H](OC2OC(O)C(O)C(O)C2CO)[C@H]2[C@@H]1C=CC21C=C([C@H](C)OC(=O)/C=C/c2ccc(OC3OC(CO)C(O)C(O)C3O)cc2)C(=O)O1 (stereo partly drawn)
  NFkB binder = i

> COc1ccc(NC(=O)Nc2ccc3c(c2)C(=O)N([C@H](C)CO)C[C@@H](C)[C@H](CN(C)C(=O)Nc2cccc4ccccc24)O3)cc1
  NFkB binder = i

> CC(=O)c1ccc(OC(=O)CCCN2C(=O)c3ccccc3C2=O)cc1
  NFkB binder = i

> O=C(COc1ccc(Cl)cc1CO)Nc1ccc(F)cc1
  NFkB binder = i

> COc1c(C(CC(C)C)OC(C)=O)ccc2c1C(=O)OCc1cc(C)cc(O)c1O2 (stereo not drawn)
  NFkB binder = i

> CC(C)OC(=O)C1C2C=CC3(CN(Cc4ccco4)C(=O)C13)O2 (stereo not drawn)
  NFkB binder = i

> CNC[C@H]1Oc2ccc(NC(=O)Cc3cn(C)c4ccccc34)cc2CC(=O)N([C@@H](C)CO)C[C@H]1C
  NFkB binder = i

> Cc1noc(C)c1NC(=O)N(C)C[C@@H]1Oc2ccc(NC(=O)Cc3ccccc3)cc2C(=O)N([C@@H](C)CO)C[C@H]1C
  NFkB binder = i

> C[C@H](CO)N1C[C@H](C)[C@H](CN(C)C(=O)Nc2ccccc2)OCCCC[C@H](C)Oc2ccc(NC(=O)c3ccncc3)cc2C1=O
  NFkB binder = i

> C[C@@H]1CN([C@@H](C)CO)C(=O)c2cccc(NC(=O)C3CCOCC3)c2O[C@@H]1CN(C)S(=O)(=O)c1cn(C)cn1
  NFkB binder = i

> COc1ccc(CN(C)C[C@@H]2Oc3ccc(NS(=O)(=O)c4ccc(Cl)cc4)cc3C(=O)N([C@H](C)CO)C[C@H]2C)cc1
  NFkB binder = i

> CNC[C@H]1Oc2ccc(NS(C)(=O)=O)cc2CC(=O)N([C@H](C)CO)C[C@H]1C
  NFkB binder = i

> Cc1ccccc1NC(=O)CC1NCCNC1=O (stereo not drawn)
  NFkB binder = i

> Nc1ncnc2n[nH]c(Nc3ccc(F)cc3)c12
  NFkB binder = i

> C[C@H](CO)N1C[C@H](C)[C@H](CN(C)Cc2ccc(Oc3ccccc3)cc2)Oc2c(NC(=O)c3ccncc3)cccc2C1=O
  NFkB binder = i

> CCn1nccc1C(=O)Nc1nc2ccccc2n1CCN1CCCCC1
  NFkB binder = i

> O=C(OC[C@@H]1[C@H]2c3ccccc3OC1(CO)N=C1SCC(=O)N12)c1ccccc1
  NFkB binder = i

> COc1ccc(S(=O)(=O)N(C)C[C@@H]2Oc3ccc(NC(=O)CCC(F)(F)F)cc3C(=O)N([C@@H](C)CO)C[C@@H]2C)cc1
  NFkB binder = i

> C[C@@H]1CN([C@@H](C)CO)C(=O)Cc2cc(NC(=O)C3CC3)ccc2O[C@@H]1CN(C)C(=O)Nc1cccc2ccccc12
  NFkB binder = i

> Cc1noc(C)c1NC(=O)N(C)C[C@H]1OCc2cn(nn2)CCCC(=O)N([C@@H](C)CO)C[C@H]1C
  NFkB binder = i

> CN(C)CCNc1nc2c(c(=O)n(C)c(=O)n2C)n1Cc1ccccc1F
  NFkB binder = i

> CC(=O)N(OCc1ccccc1)[C@@H]1c2cc(C#N)ccc2OC(C)(C)[C@H]1O
  NFkB binder = i

> c1ccc(CN2CCC3(CCc4ccccc43)CC2)cc1
  NFkB binder = i

> C[C@H]1CCCCO[C@H](CN(C)C(=O)C2CCCCC2)[C@@H](C)CN([C@@H](C)CO)C(=O)c2cc(NS(=O)(=O)c3ccccc3)ccc2O1
  NFkB binder = +

> COCCOC(=O)N1C(=O)[C@@]2(c3cc(C#CC4=CCCCC4)ccc31)[C@H](c1ccccc1OCCO)N1[C@H](c3ccccc3)[C@H](c3ccccc3)OC(=O)[C@H]1[C@@H]2C(N)=O
  NFkB binder = i

> O=C(NCc1ccccn1)c1cnn2c(C(F)(F)F)cc(-c3cccs3)nc12
  NFkB binder = i

> OC(Cn1cncn1)(Cn1cncn1)c1ccc(F)cc1F
  NFkB binder = i

> CN1CCC(N(C)Cc2ccc(-c3ccccc3[N+](=O)[O-])o2)CC1
  NFkB binder = i

> CC(C)NC(=O)Nc1ccc2c(c1)C(=O)N([C@@H](C)CO)C[C@H](C)[C@@H](CN(C)S(=O)(=O)c1cn(C)cn1)OCCCC[C@@H](C)O2
  NFkB binder = i

> C[C@H]1CN([C@@H](C)CO)C(=O)Cc2cc(NC(=O)NC3CCCCC3)ccc2O[C@@H]1CN(C)Cc1ccncc1
  NFkB binder = i

> COc1ccccc1NC(=O)CCSc1nnc(-c2ccco2)o1
  NFkB binder = i

> C[C@H](CCC(=O)NCC(=O)O)[C@H]1CC[C@H]2[C@@H]3[C@H](O)C[C@@H]4C[C@H](O)CC[C@]4(C)[C@H]3C[C@H](O)[C@]12C
  NFkB binder = i

> Cc1noc(C)c1NC(=O)N(C)C[C@@H]1Oc2c(NC(=O)NC3CCCCC3)cccc2C(=O)N([C@@H](C)CO)C[C@@H]1C
  NFkB binder = i

> COc1ccc(NC(=O)N(C)C[C@H]2OCCCC[C@H](C)Oc3ccc(NS(C)(=O)=O)cc3C(=O)N([C@@H](C)CO)C[C@H]2C)cc1
  NFkB binder = i

> C[C@@H]1CN([C@H](C)CO)C(=O)c2cccc(NS(=O)(=O)c3cccs3)c2O[C@@H]1CN(C)S(=O)(=O)c1ccc(Cl)cc1
  NFkB binder = i

> CC(OC(=O)c1cccc(O)c1)C(=O)O (stereo not drawn)
  NFkB binder = i

> C[C@H](CO)N1C[C@H](C)[C@@H](CN(C)C(=O)NC2CCCCC2)Oc2ccc(NC(=O)c3ccncc3)cc2CC1=O
  NFkB binder = i

> C[C@@H]1CN([C@H](C)CO)C(=O)Cc2cc(NS(=O)(=O)c3cn(C)cn3)ccc2O[C@@H]1CN(C)Cc1ccccc1
  NFkB binder = i

> CNC[C@@H]1Oc2c(NC(=O)Nc3c(C)noc3C)cccc2C(=O)N([C@H](C)CO)C[C@H]1C
  NFkB binder = i

> C[C@H](CO)N1C[C@H](C)[C@@H](CN(C)Cc2ccc(Cl)c(Cl)c2)Oc2c(NS(=O)(=O)c3cccs3)cccc2C1=O
  NFkB binder = i

> CNC[C@H]1OCc2cn(nn2)CCCC(=O)N([C@@H](C)CO)C[C@@H]1C
  NFkB binder = i

> NC(=O)c1c(NC(=O)c2cnn3c(C(F)F)cc(-c4ccccc4)nc23)sc2c1CCC2
  NFkB binder = i

> O=C(C1=C[C@H](C2CCCCC2)C[C@H](OCc2ccc(CO)cc2)O1)N1CCN(Cc2ccc3c(c2)OCO3)CC1
  NFkB binder = i

> NC(=O)COc1c(-c2ccccc2)oc2ccccc2c1=O
  NFkB binder = i

> C[C@H]1CN([C@@H](C)CO)C(=O)c2cccc(NS(=O)(=O)c3ccccc3)c2O[C@H]1CN(C)C(=O)Nc1ccc(F)cc1
  NFkB binder = i

> C[C@@H]1CN([C@@H](C)CO)C(=O)CCCn2cc(nn2)CO[C@H]1CN(C)C(=O)c1ccc2ccn(C)c2c1
  NFkB binder = i

> COc1ccc(C2C(C(=O)Nc3cc(OC)c(Cl)cc3OC)=C(C)Nc3ncnn32)c(OC)c1 (stereo not drawn)
  NFkB binder = i

> CN1CCN(C(=O)C2=C[C@H](c3ccc4c(c3)OCO4)C[C@H](OCCCCO)O2)CC1
  NFkB binder = i

> C[C@H](CO)N1C[C@H](C)[C@@H](CN(C)Cc2ccc(C(=O)O)cc2)Oc2ccc(NC(=O)Cc3ccccc3)cc2CC1=O
  NFkB binder = i

> C[C@@H]1CN([C@H](C)CO)C(=O)Cc2cc(NS(=O)(=O)c3cccs3)ccc2O[C@H]1CN(C)S(=O)(=O)c1ccc(Cl)cc1
  NFkB binder = i

> Cc1noc(C)c1NC(=O)Nc1ccc2c(c1)CC(=O)N([C@H](C)CO)C[C@@H](C)[C@@H](CN(C)Cc1ccncc1)O2
  NFkB binder = i

> C[C@H](CCC(=O)O)[C@H]1CC[C@H]2[C@@H]3C(=O)C[C@@H]4CC(=O)CC[C@]4(C)[C@H]3CC(=O)[C@]12C
  NFkB binder = i

> C[C@@H]1CCCCO[C@@H](CN(C)C(=O)CCC(F)(F)F)[C@H](C)CN([C@@H](C)CO)C(=O)c2cc(NS(=O)(=O)c3ccccc3)ccc2O1
  NFkB binder = +

> C[C@@H]1CCCCO[C@H](CN(C)S(=O)(=O)c2cn(C)cn2)[C@H](C)CN([C@@H](C)CO)C(=O)c2cc(NS(C)(=O)=O)ccc2O1
  NFkB binder = i

> C[C@@H]1CN([C@@H](C)CO)C(=O)c2cccc(NC(=O)c3ccncc3)c2O[C@@H]1CN(C)Cc1ccc(C(F)(F)F)cc1
  NFkB binder = i

> O=C1O[C@@H](c2ccccc2)[C@@H](c2ccccc2)N2[C@@H](c3ccc(O)cc3)[C@]3(C(=O)Nc4ccc(C#CCCO)cc43)[C@@H](C(=O)N3CCCCCCC3)[C@H]12
  NFkB binder = i

> C[C@H](CO)N1C[C@H](C)[C@@H](CN(C)S(=O)(=O)c2cn(C)cn2)Oc2c(NC(=O)c3nc4ccccc4s3)cccc2C1=O
  NFkB binder = i

> C[C@H]1CN([C@@H](C)CO)C(=O)c2cccc(NS(=O)(=O)c3ccccc3)c2O[C@@H]1CN(C)C
  NFkB binder = i

> C[C@@H]1CN([C@@H](C)CO)C(=O)c2cccc(NS(=O)(=O)c3ccccc3)c2O[C@@H]1CN(C)C(=O)NC1CCCCC1
  NFkB binder = i

> C[C@H](CO)N1C[C@H](C)[C@@H](CN(C)Cc2ccccc2)Oc2ccc(NC(=O)NC3CCCCC3)cc2CC1=O
  NFkB binder = i

> O=C(CSc1nnc(-c2ccncc2)o1)c1cccc([N+](=O)[O-])c1
  NFkB binder = i

By substructure, the entries above with a furan ring, fused or not
> COc1ccccc1NC(=O)c1c(NC(=O)c2ccco2)sc(C)c1C
  NFkB binder = i

> CC(C)OC(=O)C1C2C=CC3(CN(Cc4ccco4)C(=O)C13)O2 (stereo not drawn)
  NFkB binder = i

> CN1CCC(N(C)Cc2ccc(-c3ccccc3[N+](=O)[O-])o2)CC1
  NFkB binder = i

> COc1ccccc1NC(=O)CCSc1nnc(-c2ccco2)o1
  NFkB binder = i
